Screens as filed in PubChem.
SKN-1 inh: inhibitors of C. elegans SKN-1; 360,000 tested, 0.49% active; C. elegans VP596 Pgst-4::GFP/RFP ratio, acrylamide-induced, 24 h; inhibition, % at 21.8 µM;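 active = interference check ratio from 0.5 to 1.5 plus GFP to RFP signal ratio inhibition reaching or exceeding a fixed threshold, cut at about 30% in these data, passing the limit was not always enough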; also: some compounds called inactive have numbers as strong as hits
MT1-MMP act inh: blocks activation of human MT1-MMP; P50281; HT1080 RFP-PRO-GFP cells, GFP/RFP ratio fluorescence, overnight; percent of plate control window, DMSO zero; GFP/RFP ratio change, % at 20 µM; 360,000 tested, 0.061% active;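 active = GFP/RFP ratio change of at least 30% with cell ATP level not reduced by more than half and red fluorescence within 50% of control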; also: strong numbers were not always called active
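Compound: 20 µM single dose, 1% DMSO / System: HT1080 RFP-PRO-GFP cells / Controls: DMSO and RFP-L50D-GFP cell wells / Read-out basis: GFP/RFP fluorescence ratio / Schedule: overnight compound exposure at 37 °C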
Neddylation inh: cullin neddylation inhibition | TR-FRET cullin neddylation, biochemical | 360,000 tested, 0.58% active | AID 651699 | P61081+Q13564 | calls only at 25 µM; in the data active = inhibition above about 36%
Rpn11 block: inhibitors of human proteasome Rpn11. calls only at 20 µM. O00487. 360,000 tested, 0.59% active. human 26S proteasome, Ub4-pepOG fluorescence polarization; 20S core pre-blocked with epoxomicin;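 active = inhibition at 20 µM, scaled to each plate's controls, above about 33%, limit read from the data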
NadD block: inhibitors of Staphylococcus aureus NadD. 360,000 tested, 0.78% active. AID 602399. inhibition, % at 20 µM. purified NadD enzyme, colorimetric absorbance read-out; in the data active = inhibition above about 26%; also: some compounds past the cut are filed as inactive
Rin1 Abl inh: human Rin1-Abl interaction inhibition | inhibition, % at 7.35 µM | TR-FRET Rin1/Abl binding, biochemical | P00519+Q13671 | 360,000 tested, 0.4% active | AID 588664; in the data active = inhibition above about 5%, passing the limit was not always enough
FAS TE block: inhibitors of human fatty acid synthase thioesterase domain | P49327 | recombinant FAS-TE, OMFH fluorogenic substrate, fluorescence endpoint | inhibition, % at 15 µM | 360,000 tested, 0.67% active;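 active = compounds whose normalised, plate-corrected inhibition of enzyme fluorescence in the single-dose primary screen is 50% or more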;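 also: 0% = DMSO with enzyme and 100% = substrate without enzyme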
MLLE-PAM2 inh: inhibitors of microRNA-mediated deadenylation, human PABP1 MLLE binding; 360,000 tested, 0.36% active; inhibition, % at 20 µM; P11940; GST-MLLE / FITC-PAM2 fluorescence polarization; in the data active = inhibition above about 35%, passing the limit was not always enough;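 also: plate controls were DMSO wells with GST-MLLE for no effect and wells lacking GST-MLLE protein for full effect; some results filed as inactive read as strong as hits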
Target sequence (P11940 whole entry, looked up): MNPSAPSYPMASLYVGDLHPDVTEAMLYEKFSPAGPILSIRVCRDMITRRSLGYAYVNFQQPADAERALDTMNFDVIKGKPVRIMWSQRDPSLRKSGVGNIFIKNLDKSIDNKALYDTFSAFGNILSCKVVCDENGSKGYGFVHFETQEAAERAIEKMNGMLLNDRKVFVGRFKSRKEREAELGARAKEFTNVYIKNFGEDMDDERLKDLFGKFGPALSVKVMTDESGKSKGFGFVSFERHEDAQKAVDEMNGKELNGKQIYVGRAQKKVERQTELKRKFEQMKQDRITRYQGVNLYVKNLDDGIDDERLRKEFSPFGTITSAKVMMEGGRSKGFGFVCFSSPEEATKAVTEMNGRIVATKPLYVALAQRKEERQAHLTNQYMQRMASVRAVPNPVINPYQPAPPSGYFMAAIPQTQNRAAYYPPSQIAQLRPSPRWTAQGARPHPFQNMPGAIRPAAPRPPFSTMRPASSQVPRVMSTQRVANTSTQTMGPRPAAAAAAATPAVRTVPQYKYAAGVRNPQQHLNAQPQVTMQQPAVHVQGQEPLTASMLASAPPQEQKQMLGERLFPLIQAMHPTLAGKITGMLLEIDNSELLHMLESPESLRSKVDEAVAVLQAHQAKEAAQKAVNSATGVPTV
CSN inh: blocks human CSN-mediated cullin deneddylation. Q92905. Purified CSN, SCF-Nedd8-OG deneddylation, fluorescence polarization. inhibition, % at 12.5 µM. 360,000 tested, 0.38% active. AID 651999;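 active = pattern-corrected inhibition above about 35%, with an unprinted fluorescence ratio check between 0.5 and 1.5, limit read from the data, passing the limit was not always enough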;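 also: 0% = enzyme with substrate and 100% = substrate without enzyme; some results filed as inactive read as strong as hits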
Target sequence (Q92905 whole entry, looked up, one chain of several): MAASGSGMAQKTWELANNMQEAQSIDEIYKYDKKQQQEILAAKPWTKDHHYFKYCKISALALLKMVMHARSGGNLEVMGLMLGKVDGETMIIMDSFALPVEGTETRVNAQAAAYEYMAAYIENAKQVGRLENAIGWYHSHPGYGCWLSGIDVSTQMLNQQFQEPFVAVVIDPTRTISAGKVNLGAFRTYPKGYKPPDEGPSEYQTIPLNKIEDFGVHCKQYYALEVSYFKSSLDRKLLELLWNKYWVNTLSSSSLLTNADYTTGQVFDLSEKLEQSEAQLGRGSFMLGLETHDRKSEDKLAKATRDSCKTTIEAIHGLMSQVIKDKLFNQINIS
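assay system = purified human Csn5 enzyme expressed in HEK293T cells | amount = 0.24 nM enzyme | buffer or medium = Tris/NaCl/DTT buffer, pH 7.5 | reagent = 10 nM SCFSkp2-Nedd8OG | compound = one concentration, 12.5 µM, 0.25% DMSO | times = 90 min reaction at room temperature | signal = FP | read-out basis = % inhibition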
Starred values were filed as active, the others as inactive; i = inactive; + = active, no number.

SMILES	SKN-1 inh	MT1-MMP act inh	Neddylation inh	Rpn11 block	NadD block	Rin1 Abl inh	FAS TE block	MLLE-PAM2 inh	CSN inh
CC(=O)c1ccc(N2C(=NC(=O)CCC3CCCC3)SC3CS(=O)(=O)CC32)cc1 (centres undefined)	-6.8	-1.6	i	i	10.3	0.1	22.2	1.3	-1.8
CCOc1ccc(OCC)c(S(=O)(=O)N2CCC(C)CC2)c1	11.5	1.5	i	i	1.6	1.5	5.6	4.5	0.8
Cc1ccccc1C(=O)N(Cc1nc2ccccc2c(=O)[nH]1)C1CCCC1	5.6	-3.6	i	i	0.7	0.1	0.6	-1.3	-6.0
CC(=O)Nc1cc2cc(NS(=O)(=O)c3ccc(C)cc3)ccc2oc1=O	26.4	2.5	i	i	-0.2	3.5	-5.4	4.3	-3.7
COc1ccc(Nc2nc(-c3c[nH]c4ccccc34)cs2)cc1	4.0	33.4*	i	+	15.3	1.7	6.4	-32.1	5.6
Cc1ccc(S(=O)(=O)N2CCOCC2)cc1NC(=O)CSc1nnc2n1CCCCC2	-10.2	-4.2	i	i	-5.2	-0.6	-8.1	3.1	0.8
Cc1cc(OCc2ccccc2)ccc1/C(O)=C1/C(=O)C(=O)N(Cc2cccnc2)C1c1ccncc1 (centres undefined)	-17.2	-4.2	i	i	15.0	-12.9	-2.7	12.1	6.0
O=C(Nc1ccc(Cl)cc1)Nc1ccc(S(=O)(=O)Nc2ncccn2)cc1	5.3	0.1	i	i	-5.2	-0.4	-2.2	4.0	-0.2
OCc1ccccc1OCCCOc1cccc2cccnc12	2.3	0.2	i	i	-3.1	-0.8	-2.0	-2.2	1.3
CCc1nc2ccc(C(=O)NCCCN(C)C)cn2c1N(CC)CCOC	-15.3	-6.5	i	i	-1.4	1.6	-6.5	13.1	2.1
O=C(CCC(=O)NNC(=O)Cc1ccccc1)NCc1ccccc1	3.3	2.5	i	i	-0.5	2.5	-4.0	-7.7	-10.2
C=C(C)Cn1cnc2cc(C)c(C)cc21	1.3	1.8	i	i	5.3	-2.9	-4.6	-0.9	5.1
COC1OC(CO)C(O)C(O)C1O (centres undefined)	-7.5	1.1	i	i	2.6	-1.2	-2.5	-1.2	3.2
Cc1ccc(-n2[nH]c(C)c(CCC#N)c2=O)cc1	10.6	0.8	i	i	-0.6	-1.9	-14.0	0.3	-2.8
COCCNC(=O)C1(C)CCCN(C(=O)c2ccc(OC)cc2OC)C1 (centres undefined)	-7.6	8.6	i	i	1.7	1.3	-5.3	15.4	0.6
Cc1ccccc1NC(=O)CN1C(=O)c2ccccc2C1=O	0.1	-3.8	i	i	-4.4	-0.2	-0.7	12.6	-3.0
COC(=O)c1c(-c2ccsc2)sc2ccc(-c3cc(OC)c(OC)c(OC)c3)cc12	10.6	-3.5	i	i	-2.1	-1.2	29.5	-9.5	2.6
Cc1cc(C)nc(NCCC(=O)O)n1	6.7	0.6	i	i	0.4	4.0	-2.8	-14.6	-0.9
O=c1[nH]c(=S)[nH]c2c1C(c1ccc(F)cc1)OC(CCOCc1ccccc1)C2 (centres undefined)	5.8	5.4	i	i	-0.2	1.4	-0.3	20.3	0.9
CC(C)c1nc2cc3ccccc3cc2[nH]1	-9.6	-0.7	i	i	8.0	-6.9	-2.3	-8.3	2.9
Clc1cc(Cl)cc(CSc2nnc(-c3sccc3-n3cccc3)o2)c1	2.1	-1.4	i	i	-0.3	-1.3	19.5	-37.4	2.9
Cc1c(/C(O)=C2\C(=O)C(=O)N(CCN(C)C)C2c2cccs2)cnn1-c1ccccc1 (centres undefined)	3.6	1.6	i	i	-2.7	-1.0	-6.2	-1.4	1.7
Cc1cccc(NC(=O)c2nc[nH]c2C(=O)Nc2ccccc2[N+](=O)[O-])c1	6.1	-0.9	i	i	31.2*	-2.4	9.7	4.0	-0.6
Cc1ccc(S(=O)(=O)Cc2nnnn2-c2ccccc2)cc1	7.4	-1.5	i	i	-1.2	1.6	-6.7	2.0	18.7
CC(=O)Oc1ccc(C(=O)Nc2cccc(C(=O)c3cccc(NC(=O)c4ccc(OC(C)=O)cc4)c3)c2)cc1	-4.3	0.9	i	i	3.0	-2.0	3.0	-17.1	108.3*

(further entries)
SMILES	SKN-1 inh	MT1-MMP act inh	Neddylation inh	Rpn11 block	NadD block	Rin1 Abl inh	FAS TE block	MLLE-PAM2 inh	CSN inh
CCCNc1nc(-c2cc(-c3ccc(Cl)cc3)on2)cc(C(C)C)n1	-1.5	2.6	i	i	8.6	3.0	7.9	18.5	-2.1
COc1ccc(OCC(=O)NCCCn2ccnc2)cc1	-7.5	0.3	i	i	0.9	-0.9	-5.6	-3.0	-2.0
CN(C)/C=N/c1ncc(C(=O)c2ccc(-c3ccccc3)cc2)s1	12.2	-1.1	i	i	-2.3	-3.4	30.7	-29.8	8.1
CCS(=O)CCSc1nc2ccccc2s1 (centres undefined)	10.8	2.6	i	i	0.7	-1.4	-9.6	26.2	2.9
CCN1C/C(=C/c2cccs2)c2nc3ccccc3c(C(=O)O)c2C1	-2.5	-13.2	i	i	0.7	-2.9	-8.6	46.4	1.9
Cc1cc2cc(CCNC(=O)c3cccs3)c(=O)[nH]c2cc1C	5.5	-6.1	i	i	1.9	0.6	-0.9	-5.9	5.4
COCCOC(=O)/C=C1/NC(=O)CS1	7.9	0.3	i	i	-0.4	-5.3	-1.1	8.1	3.9
COC(=O)N/N=C/c1cc(Cl)c(OCc2ccccc2F)c(OC)c1	17.7	2.4	i	i	-13.4	-4.1	17.5	16.5	3.3
O=C(c1ccc(F)cc1)N1CCCC(c2ccccc2)C1 (centres undefined)	4.4	-2.0	i	i	-4.1	0.1	-1.3	-9.4	0.7
CCOC(=O)N1CCN(C(=O)COc2ccc3oc4c(c3c2)CCCC4)CC1	-0.9	0.2	i	i	-11.2	4.4	12.4	-1.0	-0.7
COc1cc(CN2CCCC(C(=O)N3CCc4ccccc4C3)C2)cc(OC)c1OC (centres undefined)	-10.9	1.5	i	i	-3.3	3.6	-2.0	-6.1	-0.9
CC(=O)Nc1ccc(S(=O)(=O)NCC2CCC(C(=O)N3CCCCCC3)CC2)cc1 (centres undefined)	-12.4	-0.4	i	i	4.8	-1.0	-2.0	9.0	0.6
CC(=O)OC12CC3CC(C1)C(=NO)C(C3)C2	13.3	5.2	i	i	-1.5	-2.3	-1.7	4.5	0.5
Cn1c(=O)c(=O)n(C)c2cc(N3CCOCC3)c(NS(=O)(=O)c3ccc(F)c(Cl)c3)cc21	-8.1	2.0	i	i	-1.6	-4.9	-17.2	9.9	-2.8
O=C1CCN(c2ccccc2)N1	13.8	1.2	i	i	4.5	-0.3	-1.0	7.5	-1.5
CCOC(=O)C1=CN(Cc2ccc(Br)cc2)S(=O)(=O)NC1C (centres undefined)	-5.6	1.3	i	i	-2.9	-3.7	9.4	-6.4	6.0
COc1ccc(C2=NN(C(=O)CSc3nc(=O)n4ccc(C)cc4n3)C(c3ccc(C)cc3)C2)cc1 (centres undefined)	10.9	5.6	i	i	36.1*	3.1	81.4*	-15.3	-1.0
O=C1C=C(N2CCOCC2)CO1	-1.4	2.4	i	i	-4.4	-0.2	13.3	5.4	-5.5
O=C(C1CCCCN1S(=O)(=O)c1ccccc1[N+](=O)[O-])N1CCCCC1 (centres undefined)	-8.2	-1.3	i	i	-3.7	3.3	-4.7	3.5	7.7
CCOc1ccc(C2C3=C(CCCC3=O)OC(N)=C2[N+](=O)[O-])cc1 (centres undefined)	7.2	5.0	i	i	3.2	-2.5	-5.6	-13.9	0.2
CC(=O)c1ccc(NC(=S)Nc2cccc(Cl)c2C)cc1	-2.8	-1.9	i	i	-4.1	0.5	4.1	35.4	-7.4
CCN(CC)S(=O)(=O)c1ccc(OC)c(NC(=O)CCc2c(C)noc2C)c1	9.3	4.6	i	i	-2.8	5.1	-3.9	-23.5	3.6
CC(CCc1ccco1)NC(=O)CCc1nnc2ccc(NCc3ccc(Cl)cc3)nn12 (centres undefined)	9.6	2.5	i	i	5.9	0.1	-0.1	8.4	-2.9
COc1ccccc1/C=C/C(=O)Nc1cccnc1Cl	9.1	3.8	i	i	-2.3	-1.8	3.3	-0.1	6.3
CN(C)c1ccnc2sc(C(=O)c3ccc(Br)cc3)c(N)c12	-6.7	-0.1	i	i	1.6	5.1	32.9	-7.2	0.8

Part of the list above in order of molar mass, falling.
SMILES	SKN-1 inh	MT1-MMP act inh	Neddylation inh	Rpn11 block	NadD block	Rin1 Abl inh	FAS TE block	MLLE-PAM2 inh	CSN inh
Cn1c(=O)c(=O)n(C)c2cc(N3CCOCC3)c(NS(=O)(=O)c3ccc(F)c(Cl)c3)cc21	-8.1	2.0	i	i	-1.6	-4.9	-17.2	9.9	-2.8
COc1cc(CN2CCCC(C(=O)N3CCc4ccccc4C3)C2)cc(OC)c1OC (centres undefined)	-10.9	1.5	i	i	-3.3	3.6	-2.0	-6.1	-0.9
CCN(CC)S(=O)(=O)c1ccc(OC)c(NC(=O)CCc2c(C)noc2C)c1	9.3	4.6	i	i	-2.8	5.1	-3.9	-23.5	3.6
CCN1C/C(=C/c2cccs2)c2nc3ccccc3c(C(=O)O)c2C1	-2.5	-13.2	i	i	0.7	-2.9	-8.6	46.4	1.9
CCS(=O)CCSc1nc2ccccc2s1 (centres undefined)	10.8	2.6	i	i	0.7	-1.4	-9.6	26.2	2.9
O=C1C=C(N2CCOCC2)CO1	-1.4	2.4	i	i	-4.4	-0.2	13.3	5.4	-5.5

The results go on:
SMILES	SKN-1 inh	MT1-MMP act inh	Neddylation inh	Rpn11 block	NadD block	Rin1 Abl inh	FAS TE block	MLLE-PAM2 inh	CSN inh
COc1ccc(CCNC(=O)CCCOc2cccc(C)c2C)cc1OC	2.8	4.4	i	i	-0.9	1.2	0.9	0.2	-2.0
COc1ccccc1-n1cnnc1SCC(=O)NCC1CCCO1 (centres undefined)	4.5	-3.0	i	i	-1.4	2.4	-0.3	-1.5	2.1
Cn1c(CCN2CCCCC2)nc2cc(NS(=O)(=O)c3ccc(F)cc3)ccc21	3.5	-0.5	i	i	-7.9	2.5	-7.9	14.0	2.4
COc1cc(C(=O)N2CC(=O)Nc3ccccc32)cc(OC)c1OC	10.1	-8.1	i	i	2.3	-2.9	-8.6	-10.6	2.5
CC(=O)NNC(=O)c1csc(Cc2c(Cl)sc3ccc(Cl)cc23)n1	-1.3	3.9	+	i	2.0	-1.1	8.3	7.2	-0.5
O=C1c2cccc3cccc(c23)C(=O)N1OS(=O)(=O)c1ccc(Cl)cc1	9.9	-4.4	i	i	-2.6	1.1	51.7*	-12.8	-2.4
CCNC(=O)/C(C#N)=C/c1c(N2CCN(c3ccc(OC)cc3)CC2)nc2c(C)cccn2c1=O	-5.3	-6.9	i	i	-30.9	-2.6	10.8	-5.4	4.3
O=C(O)c1cccc(C(=O)O)c1Br	1.0	0.2	i	i	-5.2	0.9	-12.5	22.9	-1.4
COc1cc(CN2CCC(C(=O)NC(c3ccc(F)cc3)c3ncccc3C)CC2)cc(OC)c1 (centres undefined)	-18.7	1.3	i	i	-4.5	3.4	-1.7	-5.8	1.9
COc1ccc(N2C(=O)CC(NCc3cccs3)C2=O)cc1 (centres undefined)	-14.7	3.1	i	i	-3.6	-1.9	-3.1	2.7	-3.2
CCN1CCN(c2ccc(S(=O)(=O)N3CCOCC3)cc2NC(=O)c2ccc(C)c(C)c2)CC1	4.5	-4.4	i	i	-0.4	3.4	-4.2	-31.8	-2.4
O=C(OCc1ccc(Cl)cc1)c1cccnc1Cl	-3.4	3.7	i	i	-3.6	0.0	4.6	0.1	-3.4
